Compound activity deposited in PubChem by National Center for Advancing Translational Sciences (NCATS).
p53 reactivator: re-activators of mutant p53 | H1299 p53-A138V BP100-luciferase reporter, luminescence, 24 h | 320,000 tested, 0.063% active | Potency, µM (highest dose often 92.2 µM), without a hit: at the highest dose activity change, positive = activation, hits mostly activators; note: potency is the fitted concentration of half-maximal effect; % of control where 0% means no effect; nearly all actives have a fitted effect of over 45% in size
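p53-null H1299 cells stably carrying temperature-sensitive p53-A138V and a BP100-luciferase reporter were pinned with compounds (4-point, 1:5 series) and held 24 hrs at 37 deg C. Luminescence was read 10 min after detection reagent.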
PKM2 activator: increases activity of human pyruvate kinase M2; purified PKM2, Kinase-Glo ATP luminescence, activation; response scale: 0% is enzyme alone, no compound; Potency, µM (highest dose often 57.5 µM), for inactives: at the top dose activation, most hits filed as activators; P14618; 260,000 tested, 0.34% active; AID 1631; note: potency is the fitted concentration of half-maximal effect; % is set by controls: 0 for no effect and ±100 for the full control effect; nearly all actives have a fitted effect of over 55% in size
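Purified hPK-M2 (>95%) run at intermediate activity with 0.1 mM ADP and 0.5 mM PEP in 50 mM imidazole pH 7.2, KCl, MgCl2; 1 h room temperature. ATP formed read by Kinase-Glo luminescence; normalized to uninhibited and no-enzyme controls.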
Giardia kill: kills Giardia lamblia; Giardia lamblia trophozoite viability; activity change, % at 7.66 µM, hits read low; 340,000 tested, 0.15% active; AID 540267; in the data active = activity change below about -80%; inconclusive = between about -30% and that limit;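 note: parasites exposed to compound for two days anaerobically before the ATP read; % is set by controls: 0 for no effect and ±100 for the full control effect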
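Anaerobic 48 hrs incubation at 37 deg C of 100 trophozoites/well with test compounds; ATPLite 1-Step luminescence, 15-30 min RT, reports cellular ATP as viability.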
FLuc counter: counter-screen for miR-21 project: firefly luciferase inhibitors or activators; P08659; purified FLuc, Km substrates, luminescence inhibition; Potency, µM (highest dose often 57.5 µM), inactives show at the top dose activity change, negative = inhibition, actives largely listed as inhibitors; 360,000 tested, 6.9% active;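 note: potency is the fitted concentration of half-maximal effect; plate controls were vehicle for no effect and reference inhibitor for full effect; nearly all actives have a fitted effect of over 55% in size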
Target sequence (P08659 whole entry, looked up): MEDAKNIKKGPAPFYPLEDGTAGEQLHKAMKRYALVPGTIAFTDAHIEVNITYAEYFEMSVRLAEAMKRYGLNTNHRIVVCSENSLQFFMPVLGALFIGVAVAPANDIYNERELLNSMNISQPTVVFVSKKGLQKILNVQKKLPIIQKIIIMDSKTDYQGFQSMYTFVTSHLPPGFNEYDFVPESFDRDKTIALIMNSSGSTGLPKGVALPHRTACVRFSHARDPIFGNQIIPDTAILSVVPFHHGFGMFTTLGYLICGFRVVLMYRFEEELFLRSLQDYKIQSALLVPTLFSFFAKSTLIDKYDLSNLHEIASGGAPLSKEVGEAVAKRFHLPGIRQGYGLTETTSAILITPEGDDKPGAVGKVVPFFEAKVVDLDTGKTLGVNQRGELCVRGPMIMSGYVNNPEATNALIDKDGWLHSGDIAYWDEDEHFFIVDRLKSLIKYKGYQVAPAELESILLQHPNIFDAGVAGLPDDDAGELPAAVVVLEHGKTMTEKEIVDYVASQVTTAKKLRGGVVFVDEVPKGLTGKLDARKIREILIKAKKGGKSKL
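Purified P. pyralis luciferase (10nM final) with 10uM D-luciferin and 10uM ATP (Km levels) in 50mM Tris acetate pH 7.5, 10mM Mg acetate, 0.01% Tween-20, 0.05% BSA; qHTS 6-point titration, ~60 µM downward; luminescence read.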
ELG1 genotoxic: genotoxicity induction in ELG1-luciferase HEK293T cells; HEK293T ELG1-luciferase reporter, luminescence, 16 h; Potency, µM (top dose mostly 46 µM), inactives show at the top dose activity change, positive = activation, actives largely listed as activators; 330,000 tested, 1.3% active; AID 504466; note: potency is the fitted concentration of half-maximal effect; % of control where 0% means no effect; nearly all actives have a fitted effect of over 60% in size
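Screening used a luciferase reporter fused to human ELG1 in HEK293T cells. Luminescence was read on a CCD plate imager after 16 hr exposure and 30 min ONE-Glo incubation.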
BRCA1 expr up: BRCA1 expression activation. Potency, µM (doses to about 46.1 µM), without a hit: at the top dose activation, actives largely listed as activators. MCF7-BRCA1-FFLuc reporter, luminescence, 48 h; response scale: scaled: vehicle 0%, 10 µM genistein 100%. 380,000 tested, 1.1% active; note: potency is the fitted concentration of half-maximal effect; nearly all actives have a fitted effect of over 80% in size; some results filed as inactive show a strong effect at the top dose
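48 h compound treatment of MCF7-BRCA1-FFLuc cells (phenol-red free MEM, 37 °C), then 15 min with luciferase substrate and luminescence imaging.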
RORgamma inh: ROR gamma (mouse) transcription inhibition. AID 2551. 310,000 tested, 5.4% active. Potency, µM (highest dose often 53.6 µM), for inactives: top-dose activity change, negative = inhibition, actives largely listed as inhibitors. Drosophila S2 Gal4-RORgamma UAS-luciferase reporter, 20 h. P51450; note: potency is the fitted concentration of half-maximal effect; % is set by controls: 0 for no effect and ±100 for the full control effect; nearly all actives have a fitted effect of over 60% in size
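In this cell-based reporter format, copper sulfate (700 uM final) drives Gal4–ROR gamma fusion expression from a metallothionein promoter in Drosophila Schneider cells; compounds preincubated 1 hr, reporter read after 20 hr at ambient temperature.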
Menin-MLL TR inh: menin-MLL binding inhibition, Texas Red mutant peptide; O00255; Menin + Texas Red MLL mutant peptide, fluorescence polarization; Potency, µM (titrated, usually from 61.6 µM), inactives show at the highest dose FP activity change, negative = inhibition, actives largely listed as inhibitors; 270,000 tested, 0.23% active; active = well fitted inhibition curve with a large enough effect in the polarisation, with a control signal flat, not every such curve was filed as active; inconclusive = small, poorly fitted or top-dose-only effect, or effect the other way, or a change in a side signal; inactive = no such curve, though single readings can be large or run the other way; the % refers to the polarisation; note: potency is the fitted concentration of half-maximal effect; % of control where 0% means no effect; many of its hits are not listed in these tables
VP16 counter: Gal4-VP16 reporter inhibition counter-screen; Drosophila S2 Gal4-VP16 UAS-luciferase, luminescence, 20 h; Potency, µM (doses to about 53.6 µM), inactives show top-dose activity, negative = inhibition, actives largely listed as inhibitors; 310,000 tested, 3.5% active; AID 2546;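 note: Gal4-VP16 expression switched on by copper sulfate through the metallothionein promoter; potency is the fitted concentration of half-maximal effect; % is set by controls: 0 for no effect and ±100 for the full control effect; nearly all actives have a fitted effect of over 50% in size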
NPC1 prom act: activators of NPC1 promoter. 320,000 tested, 2.4% active. Huh7 NPC1 promoter luciferase reporter, 24 h. Potency, µM (top dose mostly 9.22 µM), without a hit: at the top dose activation, hits mostly activators;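 note: potency is the fitted concentration of half-maximal effect; % of control where 0% means no effect; nearly all actives have a fitted effect of over 60% in size; reporter is driven by a mutant NPC1 promoter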
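NPC1 promoter–luciferase Huh7 cells; 24 h compound; luminescence.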
Rab9 promoter act: Rab9 promoter activation; Huh7 Rab9 promoter-luciferase reporter, luminescence, 24 h; Potency, µM (highest dose often 9.22 µM), inactives show at the top dose activation, negative = inhibition, hits mostly activators; 320,000 tested, 2.8% active; note: potency is the fitted concentration of half-maximal effect; % of control where 0% means no effect; nearly all actives have a fitted effect of over 60% in size
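Measured in stably transfected Huh7 cells bearing a Rab9 promoter–luciferase construct: 24 h compound treatment at 37 °C, followed by luminescence detection.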
* marks the source's active call; other numbers are inactive results; u = inconclusive; x = not tested or not shown; [ ] = remark or other dose. Unless noted, calls come from the whole dose curve; as a rule, active = well fitted curve in the direction sought with a large enough effect; inconclusive = small, poorly fitted or top-dose-only effect, or another doubt; inactive = no such curve, though single readings can be large; an effect the other way counts as inactive or inconclusive. Some of the compounds tested; the hit share may differ from the screen's.

SMILES	p53 reactivator	PKM2 activator	Giardia kill	FLuc counter	ELG1 genotoxic	BRCA1 expr up	RORgamma inh	Menin-MLL TR inh	VP16 counter	NPC1 prom act	Rab9 promoter act
O=C(CSc1n[nH]c(=O)n1Cc1ccco1)Nc1ccccc1Cl	-1%	-8%	-2	-3%	-4%	-8%	-1%	x	-11%	-3%	-1%
CCN(CC)S(=O)(=O)c1ccc(NC(=O)CCN2C(=O)C3CC=CCC3C2=O)cc1 (stereo not drawn)	4%	x	-1	x	0%	16%	x	x	x	-1%	20%
CCCCOC(=O)/C(=C/C=C/c1ccccc1)NC(=O)c1ccccc1	3%	-10%	-13	-16%	-4%	16%	u	6%	5%	1%	-1%
Cc1cccc(-c2nnc(SCc3cc(=O)[nH]c4ccccc34)n2C)c1	-7%	-1%	u	2%	2%	14%	9%[10 µM]	-1%	0%	1%	-1%
CC1(c2ccccc2)NC(=O)N(CCOc2ccccc2)C1=O (stereo not drawn)	-5%	0%	-7	8%	3%	3%	17%	6%	-3%	2%	-2%
O=C(N/N=C/c1ccccn1)c1cccnc1	1%	4%	-10	-16%	-2%	14%	-46%	x	u	5%	-2%
Nc1ccc(C(=O)N/N=C/c2cn(Cc3ccccc3)c3ccccc23)cc1	-6%	-4%	-2	17µM*	0%	-51%	11µM*	u	u	-3%	-5%
CCOC(=O)C1=C(C)NC(C)=C(C(=O)OCC)C1c1cccs1	-10%	5%	-3	1%	-1%	-11%	5%	-11%	-10%	-3%	11%
CC1CCc2c(C(=O)Nc3cccc(-c4nn[nH]n4)c3)csc2C1 (stereo not drawn)	16%	3%	2	2.7µM*	u	79%	-1%	u	10%	16%	u
COCc1c(C(=O)N2CCN(c3ncccn3)CC2)oc2ccccc12	-6%	x	16	4%	-2%	-6%	x	x	x	2%	-2%
Cn1c(=O)c2c(nc(N3CCCCCC3)n2CC(O)COc2ccc(Cl)cc2)n(C)c1=O (stereo not drawn)	4%	0%	-8	-3%	2%	-1%	2%	3%	-9%	14%	17%
Nc1nc(-c2ccc([N+](=O)[O-])cc2)cs1	u	0%	5	-1%	14%	74%	u	-7%	13%	16%	29%
CC(C)(C)c1ccc(C(=O)NNC(=O)Cc2ccccc2)cc1	5%	3%	-2	u	u	68%	u	x	u	2%	5%
COc1ccc(-c2cc(-c3n[nH]c(=S)n3-c3ccccc3Cl)[nH]n2)cc1	-5%	1%	10	u	5%	1%	u	11%	-8%	-3%	-7%
O=C(c1ccccc1Br)N1CCCC(c2nc(-c3cccs3)no2)C1 (stereo not drawn)	0%	-2%	-12	u	4%	39%	19%	-8%	-1%	10%	10%
Cc1ccc(NC(=O)CSc2nc(N)cc(=O)[nH]2)cc1Cl	0%	2%	-1	-10%	2%	-2%	7%	15%	-14%	-1%	-2%
CCOC(=O)c1oc2nc(CC(C)C)c3c(c2c1N)CCCC3	7%	7%	5	-2%	-4%	-52%	0%	x	-3%	-17%	-9%
Cc1cnn(Cc2cccnc2)c1N	3%	2%	6	0%	3%	6%	u	x	0%	-4%	-1%
CC(C)(C(N)=O)c1ccccc1	4%	-3%	-19	3%	0%	-17%	12%	1%	-7%	-3%	-2%
COc1ccccc1C(=O)N/C(=C\c1cn(C)c2ccccc12)C(=O)N1CCOCC1	-7%	x	22	3%	6%	-17%	6%	-8%	15%	-2%	-2%
O=C(/C=C/c1ccc([N+](=O)[O-])s1)N1CCCC1	-6%	-5%	-87*	-7%	5%	-83%	6.3µM*	-15%	13µM*	-4%	-2%
Cc1c(NC(=O)Nc2ccccc2[N+](=O)[O-])c(=O)n(-c2ccccc2)n1C	-1%	x	2	0%	0%	-5%	9%	-15%	-5%	0%	-10%
CCOC(=O)c1[nH]c(C)c(C(=O)NCCCOC(C)C)c1C	7%	-9%	-10	-1%	-9%	0%	-21%	-17%	-5%	2%	1%
O=C(c1noc2c1CCc1ccccc1-2)N1CCCc2ccccc21	u	1%	-10	u	1%	27%	19%	-6%	1%	0%	2%
Cc1cccc(COCC(CC(C)C)N2CCN(C(=O)c3ccc(C(C)(C)C)cc3)CCC2=O)c1 (stereo not drawn)	-13%	-17%	8	-3%	-1%	-43%	-3%	0%	-7%	2%	-5%
The list goes on:
SMILES	p53 reactivator	PKM2 activator	Giardia kill	FLuc counter	ELG1 genotoxic	BRCA1 expr up	RORgamma inh	Menin-MLL TR inh	VP16 counter	NPC1 prom act	Rab9 promoter act
CCSc1ccccc1C(=O)n1nnc2ccccc21	x	10%	12	u	x	-18%	u	15%	u	x	x
Cc1cc(COc2ccccc2OCc2cc(C)no2)on1	5%	-18%	-14	1%	-4%	2%	-2%	u	-12%	3%	-3%
CCOC(=O)N1CCN(c2ccc(C(=O)c3ccccc3)cc2F)CC1	19%	5%	8	21µM*	7%	29%	u	-15%	0%	u	27%
COC(=O)CCC(C)N1CCC(Oc2ccc(C(=O)NCc3ccccn3)cc2)CC1 (stereo not drawn)	x	3%	-9	5%	3%	0%	-14%	-18%	-5%	-3%	-6%
COC(=O)N1N=C(c2ccc(Br)cc2)CC1(O)C(F)(F)F (stereo not drawn)	u	-8%	-3	11µM*	u	91%	0%	6%	1%	3.5µM*	u
O=C(NCc1ccncc1)C(=O)NCC1OCCCN1S(=O)(=O)c1ccc(F)cc1 (stereo not drawn)	17%	1%	7	3%	-3%	-3%	-1%	x	2%	1%	1%
CN(c1cccc(Cl)c1)S(=O)(=O)c1cccc(C(=O)NN2CCOCC2)c1	-9%	x	21	2%	1%	10%	x	x	x	-1%	-1%
Cc1ccsc1/C=N/Nc1nc2ccccc2[nH]1	u	-26%	-22	3.4µM*	u	u	1.4µM*	31%[activator]	1.4µM*	2.5µM*	2.5µM*
Cc1ccc2c(CN3CCCc4ccccc43)cc(=O)oc2c1C	-6%	-8%	-6	u	-2%	-26%	1%	-15%	-14%	5%	15%
CCn1c(=N)c(C(=O)NCCCOC)cc2c(=O)n3cccc(C)c3nc21	-2%	-11%	-8	-1%	-1%	0%	-13%	-13%	-18%	0%	-1%
CC(=O)C1=C(O)C(=O)N(c2cccc(Br)c2)C1c1ccc(Br)cc1 (stereo not drawn)	-15%	1%	5	-2%	-3%	3%	23%	u	-12%	-2%	5%

Exported with bars between the fields: 6 of the compounds above.
SMILES | p53 reactivator | PKM2 activator | Giardia kill | FLuc counter | ELG1 genotoxic | BRCA1 expr up | RORgamma inh | Menin-MLL TR inh | VP16 counter | NPC1 prom act | Rab9 promoter act
CCn1c(=N)c(C(=O)NCCCOC)cc2c(=O)n3cccc(C)c3nc21 | -2% | -11% | -8 | -1% | -1% | 0% | -13% | -13% | -18% | 0% | -1%
CCSc1ccccc1C(=O)n1nnc2ccccc21 | x | 10% | 12 | u | x | -18% | u | 15% | u | x | x
O=C(NCc1ccncc1)C(=O)NCC1OCCCN1S(=O)(=O)c1ccc(F)cc1 (stereo not drawn) | 17% | 1% | 7 | 3% | -3% | -3% | -1% | x | 2% | 1% | 1%
COC(=O)N1N=C(c2ccc(Br)cc2)CC1(O)C(F)(F)F (stereo not drawn) | u | -8% | -3 | 11µM* | u | 91% | 0% | 6% | 1% | 3.5µM* | u
Cc1ccsc1/C=N/Nc1nc2ccccc2[nH]1 | u | -26% | -22 | 3.4µM* | u | u | 1.4µM* | 31%[activator] | 1.4µM* | 2.5µM* | 2.5µM*
Cc1ccc2c(CN3CCCc4ccccc43)cc(=O)oc2c1C | -6% | -8% | -6 | u | -2% | -26% | 1% | -15% | -14% | 5% | 15%
